# Screens from PubChem BioAssay.
# APP transl inh = inhibitors of APP translation via 5'UTR reporter, primary screen, APP 5'UTR luciferase, SH-SY5Y cells. inhibition, % at 2 µM. actives 0.82% (n = 190,000). SH-SY5Y APP 5'UTR-luciferase reporter, luminescence;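 active means inhibition above a set limit, derived from the sample mean plus 3 SD, cut at about 45% in these data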; further: values of inactives mirror those of a sister screen read the other way
# Redox H2O2 prof = compounds producing H2O2 with reducing agent – biochemical, NIH compound library profiling, artefact control for MLSCN library redox annotation, primary screen. DTT-dependent redox cycling H2O2, phenol red/HRP absorbance; 100% = 100 µM peroxide control, 0% = buffer. activation, % at 10 µM. actives 0.03% (n = 200,000). AID 878, 2007;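 active means activation of at least 50% relative to the plate's high and low controls in the primary single-dose screen; inactive means activation below 50%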;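 further: compound incubated with DTT at 0.8 mM final as the reducing agent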
# FLuc inh counter = firefly luciferase enzyme inhibitors, primary screen, artefact control for luciferase-based inhibitor screens, biochemical, luminescence, ATPLite; Luciferin 4-monooxygenase (Photinus pyralis), P08659; 10 min; inhibition, % at 10 µM; actives 1.5% (n = 200,000); AID 1006, 2008;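 active means inhibition above about 50% when tested at 10 µM, limit read from the data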
# Target sequence (P08659 whole entry, looked up): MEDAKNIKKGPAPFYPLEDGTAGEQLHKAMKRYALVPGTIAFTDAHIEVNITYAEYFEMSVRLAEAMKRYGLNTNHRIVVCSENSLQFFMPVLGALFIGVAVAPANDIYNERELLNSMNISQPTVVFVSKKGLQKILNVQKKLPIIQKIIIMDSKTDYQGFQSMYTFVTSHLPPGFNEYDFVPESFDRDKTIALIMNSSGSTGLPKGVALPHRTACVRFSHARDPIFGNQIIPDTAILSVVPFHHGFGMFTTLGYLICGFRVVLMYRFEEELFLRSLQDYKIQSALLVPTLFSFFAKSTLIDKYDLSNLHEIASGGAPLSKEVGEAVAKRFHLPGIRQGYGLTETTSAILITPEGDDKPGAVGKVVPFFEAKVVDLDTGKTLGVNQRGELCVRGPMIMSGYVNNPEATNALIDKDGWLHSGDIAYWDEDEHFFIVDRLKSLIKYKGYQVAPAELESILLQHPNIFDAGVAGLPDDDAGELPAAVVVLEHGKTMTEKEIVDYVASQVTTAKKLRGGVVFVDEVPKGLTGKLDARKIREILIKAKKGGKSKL
# APP 5'UTR act = activators of APP 5'UTR luciferase reporter, primary screen, SH-SY5Y cells; SH-SY5Y APP 5'UTR luciferase reporter, luminescence; zero percent = DMSO vehicle wells; activation, % at 2 µM; AID 1276, 2008; actives 1% (n = 190,000);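 active means activation above a set limit, based on mean plus 3 SD of controls, cut at about 140% in these data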; further: values of inactives mirror those of a sister screen read the other way
# FLuc act counter = FLuc activators, initial screening, artefact control for FLuc-dependent activation tests, biochemical, ATPlite luminescence; Luciferin 4-monooxygenase (Photinus pyralis), P08659; 200,000 tested, under 10 active; ATPlite luciferase biochemical, 10 min; 0 = ATP-free wells, 1 = DMSO control; activation factor at 10 µM;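 active means luciferase activation factor, scaled between plate controls, of at least 2 with compound at 10 µM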
#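 Assay system: Luciferase/luciferin reagent mix; Medium: PBS as buffer for the ATP substrate; Dosing: test compounds dosed from 2 mM stocks in 100% DMSO; Times: 10 min, room temperature; Signal: luminescence from luciferase reaction; Read-out: luciferase activation; Controls: No-ATP low control, compound-free enzyme-plus-ATP high control.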
# Hsp70 act = Hsp70 transcriptional activators, primary screen, cell-based, HeLa, Hsp70 promoter luciferase, luminescence, 10 µM; activation, % at 10 µM; HeLa Hsp70 promoter luciferase reporter; scaled: vehicle 0, proteasome-inhibitor control 100%; actives 0.04% (n = 200,000);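 active means activation above the mean across all tested compounds plus 3 SD, cutoff set per campaign, cut at about 5.5% in these data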;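 further: 100% = MG132 at 30 µM as the positive control and 0% = DMSO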
# HMGR II inh = inhibitors of E. faecalis class II HMGR, primary screen, biochemical, Enterococcus faecalis | purified E. faecalis HMGR, NADPH absorbance 340 nm kinetic | actives 0.41% (n = 190,000) | inhibition, % at 10 µM | HMG-CoA reductase (Enterococcus faecalis, mvaE) | AID 1066, 2008;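 active means inhibition above a set limit, the median over all tested compounds plus 3 SD, cut at about 9.5% in these data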;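 further: enzyme runs in reverse so mevalonate oxidation gives rising NADPH absorbance; 0% = complete reaction with DMSO and 100% = background rate lacking mevalonate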
# STAT1 act = STAT1 signaling activators, primary screen, cell-based, HTS, luciferase reporter; activation (% of control), % at 5.5 µM; AID 932, 2007; NIH 3T3 STAT1-luciferase reporter, IFN-gamma, luminescence; 100% = IFN-gamma alone, no compound; actives 2.6% (n = 200,000);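 active means activation above the screen-wide mean activation plus 3 SD, cut at about 130% in these data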;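 further: raw ratio to IFN-gamma control signal so 100% means no change and 0% no light; values of inactives mirror those of a sister screen read the other way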
# NF-kB expr up = activators of NF-kB expression in neurons, primary screen, cell-based, HTS. human neuronal cells, NF-kB reporter expression; hits give high values. fold change at 12.5 µM. actives 1.6% (n = 190,000). AID 1239, 2008; in the data active means fold change above about 3.3
# G6PDH CS = L. mesenteroides G6PDH inhibitors, counter-screen for G6PDH-coupled screening assays, biochemical, Leuconostoc mesenteroides enzyme. Purified L. mesenteroides G6PDH, diaphorase/resazurin coupled fluorescence, 45 min. inhibition, % at 5 µM. actives 0.12% (n = 200,000); in the data active means inhibition above about 50%
# Starred values were filed as active, the others as inactive.
[1] CCOC(=O)c1cc(-c2ccccc2)nn1-c1ccccn1
[2] Cc1cccc(OCCNc2ccc([N+](=O)[O-])cn2)c1
[3] COC(=O)CN(c1ccc2c(c1)OCCO2)S(=O)(=O)c1ccccc1
[4] Cc1ccc(NC(=O)CSc2ncnc3ccccc23)cc1S(=O)(=O)N1CCCCCC1
[5] O=C(NCc1ccco1)c1ccc2c(=O)n(CC3CCCO3)c(=S)[nH]c2c1 (centres undefined)

compound no.	1	2	3	4	5
APP transl inh	-10	10	-6	1	-13
Redox H2O2 prof	0.0	-0.7	1.9	-0.1	2.3
FLuc inh counter	-2	-6	2	-6	-7
APP 5'UTR act	10	-9	6	-1	13
FLuc act counter	1	1.1	1	1.1	1.1
Hsp70 act	-0.2	-0.4	-0.7	-0.1	0.0
HMGR II inh	-6	-2	0	-1	-7
STAT1 act	93	93	91	86	91
NF-kB expr up	1	1.2	0.94	1.1	0.79
G6PDH CS	7	1	13	-20	6

[6] c1ccc2c(Nc3ccc4c(c3)OCCO4)c3c(nc2c1)CCCC3
[7] CCS(=O)(=O)N1CCN(c2ccccn2)CC1
[8] O=C(COC(=O)/C=C/c1cccc(Cl)c1)Nc1ccccc1-c1ccccc1
[9] CC(C)(C)NC(=O)C(c1ccncc1)N(CC1CCCO1)C(=O)Cn1nnc(-c2ccc(F)cc2)n1 (centres undefined)
[10] COc1ccccc1S(=O)(=O)Cc1ccc(C(=O)N2CCN(c3cccc(Cl)c3)CC2)o1

compound no.	6	7	8	9	10
APP transl inh	14	-14	18	-3	28
Redox H2O2 prof	1.3	-1.1	-0.3	-0.9	0.4
FLuc inh counter	0	-10	-7	-4	-2
APP 5'UTR act	-14	14	-18	3	-28
FLuc act counter	1	1.1	1.1	1	1
Hsp70 act	0.2	0.1	-0.4	-0.4	-0.5
HMGR II inh	-9	2	-2	4	-2
STAT1 act	92	99	101	98	99
NF-kB expr up	0.85	1.3	1.1	1	1.1
G6PDH CS	-4	-6	-8	16	5

[11] CC(NC(=S)NCc1ccc(F)cc1)C12CC3CC(CC(C3)C1)C2 (centres undefined)
[12] CC(C)N1CCC(N2CCN(CCCn3cccn3)CC2CCO)CC1 (centres undefined)
[13] O=C(Nc1ncn[nH]1)c1ccc(Cl)cc1Cl
[14] Cc1ccc(C(=O)/C=C/c2ccc(Br)cc2)o1
[15] O=c1nc(N2CCCCC2)nc2n1CCO2

compound no.	11	12	13	14	15
APP transl inh	-10	9	-10	-8	-6
Redox H2O2 prof	-1.0	-0.4	-0.3	0.5	-0.1
FLuc inh counter	-5	-3	5	35	-5
APP 5'UTR act	10	-9	10	8	6
FLuc act counter	1	1	1	0.7	1.1
Hsp70 act	-0.3	1.5	-0.3	0.3	-0.5
HMGR II inh	4	3	-7	-1	-2
STAT1 act	89	102	104	109	92
NF-kB expr up	0.88	1.2	1.2	2.1	1.3
G6PDH CS	6	14	6	2	-10

# Five compounds out of the list above, sorted by the value under Redox H2O2 prof, lowest first.
entry	SMILES	APP transl inh	Redox H2O2 prof	APP 5'UTR act	Hsp70 act	HMGR II inh	STAT1 act	NF-kB expr up
11	CC(NC(=S)NCc1ccc(F)cc1)C12CC3CC(CC(C3)C1)C2 (centres undefined)	-10	-1.0	10	-0.3	4	89	0.88
12	CC(C)N1CCC(N2CCN(CCCn3cccn3)CC2CCO)CC1 (centres undefined)	9	-0.4	-9	1.5	3	102	1.2
13	O=C(Nc1ncn[nH]1)c1ccc(Cl)cc1Cl	-10	-0.3	10	-0.3	-7	104	1.2
15	O=c1nc(N2CCCCC2)nc2n1CCO2	-6	-0.1	6	-0.5	-2	92	1.3
14	Cc1ccc(C(=O)/C=C/c2ccc(Br)cc2)o1	-8	0.5	8	0.3	-1	109	2.1

# Continuation.
[16] Cc1ccc(SCc2c(-c3ccccc3)nn(C)c2Cl)cc1
[17] CCC(C)NC(=O)Cn1c(=O)n(-c2ccc(OC)cc2)c(=O)c2ccc(C(=O)NCc3ccc(C)cc3)cc21 (centres undefined)
[18] Cc1cc(NC(=O)c2c(Cl)c(C)nn2C)no1
[19] OCC1OC(n2nnc3ccccc32)C(O)C(O)C1O (centres undefined)
[20] CNC(=O)/C=C/c1cccc(C(F)(F)F)c1

compound no.	16	17	18	19	20
APP transl inh	-7	5	12	4	-1
Redox H2O2 prof	0.1	0.0	0.8	1.0	-0.1
FLuc inh counter	-6	-4	-7	-1	-1
APP 5'UTR act	7	-5	-12	-4	1
FLuc act counter	1.1	1	1.1	1	1
Hsp70 act	-0.4	0.0	-0.1	-0.2	-0.3
HMGR II inh	-6	-1	-10	0	-4
STAT1 act	96	99	101	94	99
NF-kB expr up	1	1.1	0.96	0.88	1.3
G6PDH CS	-5	9	9	2	0

# Single values from the entries so far.
# Redox H2O2 prof, cpd 3 → 1.9
# STAT1 act, cpd 13 → 104
# Redox H2O2 prof, cpd 10 → 0.4

# Entries of single compounds from above. Order of screens: APP transl inh, Redox H2O2 prof, FLuc inh counter, APP 5'UTR act, FLuc act counter, Hsp70 act, HMGR II inh, STAT1 act, NF-kB expr up, G6PDH CS
# Cc1ccc(SCc2c(-c3ccccc3)nn(C)c2Cl)cc1 as listed: -7, 0.1, -6, 7, 1.1, -0.4, -6, 96, 1, -5
# CNC(=O)/C=C/c1cccc(C(F)(F)F)c1 as listed: -1, -0.1, -1, 1, 1, -0.3, -4, 99, 1.3, 0
# Cc1cc(NC(=O)c2c(Cl)c(C)nn2C)no1 as listed: 12, 0.8, -7, -12, 1.1, -0.1, -10, 101, 0.96, 9
# CCC(C)NC(=O)Cn1c(=O)n(-c2ccc(OC)cc2)c(=O)c2ccc(C(=O)NCc3ccc(C)cc3)cc21 (centres undefined) as listed: 5, 0.0, -4, -5, 1, 0.0, -1, 99, 1.1, 9

# Other compounds:
[21] O=[N+]([O-])c1ccc(Cl)c(/C=N/n2c(C3CCCCC3)n[nH]c2=S)c1
[22] Cc1ccc(/C=N/NC(=O)c2csc(C)c2)o1
[23] CCOP(=O)(OCC)C(Nc1ccc(C)cc1)c1ccco1 (centres undefined)
[24] CCN1CCN(CC(=O)N/N=C/c2ccc(F)cc2F)CC1
[25] O=C(COC(=O)c1ccc([N+](=O)[O-])o1)Nc1cccc(S(=O)(=O)N2CCCCC2)c1

compound no.	21	22	23	24	25
APP transl inh	1	-23	4	1	-36
Redox H2O2 prof	-0.4	-0.1	-0.4	0.1	-2.7
FLuc inh counter	-12	18	-4	-5	-6
APP 5'UTR act	-1	23	-4	-1	36
FLuc act counter	1.1	0.8	1	1.1	1.1
Hsp70 act	-0.4	0.3	-0.3	-0.1	-0.3
HMGR II inh	0	1	-5	0	3
STAT1 act	97	110	111	96	101
NF-kB expr up	1	1.5	1.1	1.1	0.98
G6PDH CS	2	4	6	-2	4
